FXN GAA850 act: frataxin GAA850 promoter activation; HEK293 lucGAA850 FXN promoter luciferase reporter, 24 h; percent of 10 µM SAHA response; activation, % at 6 µM; actives 0.56% (n = 360,000); AID 540364;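 active means activation above the average of all compounds screened plus 3 SD, cutoff fixed separately per campaign, cut at about 7.5% in these data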;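 further: 0% = DMSO wells and 100% = 10 µM SAHA wells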
ADAM10 inh: inhibitors of human ADAM10. O14672. recombinant ADAM10, EDANS/DABCYL FRET peptide cleavage, 3 h. inhibition, % at 7 µM. actives 0.62% (n = 370,000). AID 720582;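 active means inhibition above a per-campaign cutoff equal to the mean of compounds falling between control-based bounds plus 3 SD, cut at about 20% in these data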;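 further: 0% = DMSO wells while the 100% control is not disclosed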
Tn6 DDE FP: inhibitors of Tn6 peptide binding to human fibrin DD(E) | AID 720509 | P02675 | actives 0.21% (n = 370,000) | inhibition, % at 8.3 µM | Fibrin DD(E) TRITC-Tn6 fluorescence polarization displacement;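 active means inhibition above a per-campaign cutoff: mean of compounds within control limits plus 3 SD, cut at about 15% in these data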;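 further: 0% = median of all compound wells on the plate and 100% = blocking peptide control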
GC-B act: GC-B (human) receptor activation; activation, % at 10 µM; actives 0.11% (n = 370,000); HEK293-GC-B cells, CNP EC30, cGMP TR-FRET; 0% at EC30 CNP, 100% saturating CNP;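 active means activation at 10 µM reaching about 35% in either raw or pattern-adjusted values, limit read from the data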
ARFGAP1 inhibitor: inhibitors of rat ARFGAP1 | actives 0.26% (n = 360,000) | Q62848 | inhibition, % at 16.5 µM | Arfgap1-stimulated ARF1 GTP hydrolysis, GDP FP detection | AID 651572;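 active means inhibition above a per-plate limit, mean inhibition of low control wells plus 3 SD, cut at about 25% in these data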;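 further: 0% = DMSO wells with enzyme and 100% = wells lacking Arfgap1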
Target sequence (Q62848 1-136 limits assumed): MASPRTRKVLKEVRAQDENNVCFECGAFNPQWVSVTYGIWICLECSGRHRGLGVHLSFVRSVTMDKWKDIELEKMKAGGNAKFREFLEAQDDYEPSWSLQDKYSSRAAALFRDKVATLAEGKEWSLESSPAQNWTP
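Repeats: one replicate per compound; assay system: rat Arfgap1 catalytic domain, aa 1-136; times: enzyme reaction 120 min at 25 °C after 20 min preincubation; detection: FP of antibody-bound GDP Alexa 633 tracer, ex 620/em 688 nm; benchmarks: high control wells lacking Arfgap1, low control full reaction with DMSO; reagent: human ARF1(Δ1-17)-GTP substrate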
KLK7 zymogen act: activators of human kallikrein-7 zymogen; P49862; purified proKLK7, EDANS-DABCYL substrate fluorescence; 100% is mature enzyme control, 0% vehicle; activation, % at 7 µM; actives 0.9% (n = 370,000); AID 652039;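 active means activation above the mean of all tested compounds plus 3 SD, computed per campaign excluding outliers beyond control limits, cut at about 13% in these data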
Target sequence (P49862 whole entry, looked up): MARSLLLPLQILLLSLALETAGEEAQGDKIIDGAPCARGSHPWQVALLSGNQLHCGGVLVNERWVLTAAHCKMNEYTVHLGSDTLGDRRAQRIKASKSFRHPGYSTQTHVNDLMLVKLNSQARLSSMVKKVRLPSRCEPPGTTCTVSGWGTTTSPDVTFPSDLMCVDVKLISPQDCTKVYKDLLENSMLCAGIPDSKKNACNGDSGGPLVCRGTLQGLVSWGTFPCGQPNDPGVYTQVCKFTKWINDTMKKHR
HGIII-sPLA2 inh: Inhibits HGIII-sPLA2 liposome hydrolysis, primary screen; actives 0.56% (n = 370,000); QFRET BODIPY PC-A2 liposome hydrolysis, fluorescence; AID 743126; inhibition, % at 12.2 µM; Q9NZ20;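 active means inhibition above mean plus 3 SD of compounds lying within the high and low control bounds, cut at about 19% in these data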;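 further: 0% = median of test compound wells and 100% = no enzyme DMSO wells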
Target sequence (Q9NZ20 whole entry, looked up): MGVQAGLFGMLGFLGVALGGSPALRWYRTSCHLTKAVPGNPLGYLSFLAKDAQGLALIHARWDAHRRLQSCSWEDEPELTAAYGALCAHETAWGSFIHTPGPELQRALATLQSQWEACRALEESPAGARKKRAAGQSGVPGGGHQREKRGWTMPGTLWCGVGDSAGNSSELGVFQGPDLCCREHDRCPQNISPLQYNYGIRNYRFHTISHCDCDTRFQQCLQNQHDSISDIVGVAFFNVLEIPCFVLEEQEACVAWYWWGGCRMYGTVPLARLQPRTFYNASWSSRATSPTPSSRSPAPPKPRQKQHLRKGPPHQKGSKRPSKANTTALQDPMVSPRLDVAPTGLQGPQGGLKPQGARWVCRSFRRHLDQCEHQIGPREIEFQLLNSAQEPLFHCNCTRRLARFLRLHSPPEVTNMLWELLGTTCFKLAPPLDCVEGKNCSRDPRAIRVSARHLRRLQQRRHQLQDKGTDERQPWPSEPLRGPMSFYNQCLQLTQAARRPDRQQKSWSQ
GC-A act: GC-A (human) enzyme activation; P16066; HEK293 GC-A cells, cGMP TR-FRET, EC30 ANP; 0% at EC30 ANP, 100% saturating ANP; activation, % at 10 µM; actives 0.14% (n = 370,000); AID 1671463; in the data active means activation above about 40%
rCAG RNA binder: r(CAG) repeat RNA binding. actives 1.3% (n = 370,000). inhibition, % at 3 µM. AID 651821. TO-PRO-1 dye displacement fluorescence;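 active means inhibition above the plate cutoff, the mean of all test compounds on that plate plus 3 SD, cut at about 35% in these data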;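 further: 0% = DMSO alone and 100% = 100 µM mitoxantrone as full dye displacement; higher means more dye released from RNA so lower well fluorescence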
ASAP1 inh: ASAP1 ArfGAP inhibition | ASAP1-stimulated ARF1 GTP hydrolysis, GDP FP detection | inhibition, % at 16.5 µM | actives 0.19% (n = 360,000); in the data active means inhibition above about 25%;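 further: 0% = vehicle with enzyme and substrate and 100% = no enzyme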
The depositor's hits bear a star; i = inactive; nt = no result given.

Molecule,ARFGAP1 inhibitor,ASAP1 inh,Tn6 DDE FP,KLK7 zymogen act,GC-B act,rCAG RNA binder,FXN GAA850 act,GC-A act,HGIII-sPLA2 inh,ADAM10 inh
CC(=O)N1CCCc2cc(S(=O)(=O)Nc3ccccc3C)ccc21,-14,-2,-6,0.2,4,-1,0.8,8,2,3
COc1ccc(-c2nc3cc(C)c(Br)c(C)n3c2Cc2ccccc2)cc1OC,6,9,-2,0.8,-7,6,nt,3,-2,2
CCOC(=O)C1CCN(Cc2cn[nH]c2-c2ccccc2)CC1,8,-3,7,-0.7,0,-1,-2.5,0,5,12
CC(C)NC(=O)c1cc(C(=O)c2cc(Cl)ccc2O)coc1=N,9,-10,-5,0.8,2,8,0.1,0,-10,-12
COc1ccc2c(c1)C(c1ccc([N+](=O)[O-])cc1)=NNC(c1ccco1)=N2,1,0,5,0.4,-4,4,2.6,-14,7,6
COc1ccccc1C(=O)n1nc(-c2ccco2)nc1N,-5,-7,15,0.4,-3,0,-1.7,3,-4,-4
O=C(/C=C/c1ccccc1)NC(NC(=S)Nc1ccc(C(=O)O)cc1)C(Cl)(Cl)Cl (stereo not drawn),1,4,0,0.7,2,65*,0.3,-3,-24,6
Nc1cccc2c1C(=O)N(Cc1nnc(-c3ccccc3Br)o1)C2=O,16,6,-3,-51,-5,0,2.7,7,-8,-255
CN(Cc1ccccc1)C(=O)CN1C(=O)NC2(CCCc3sccc32)C1=O (stereo not drawn),-13,6,1,-0.5,4,0,0.1,4,5,-4
Cc1cc(=O)[nH]c(SCC(=O)Nc2c(C)n(C)n(-c3ccccc3)c2=O)n1,-1,11,-7,0.3,0,1,1.6,-2,-2,4
CC(C)n1nnnc1SCC(=O)NCc1ccco1,-2,12,5,0.1,5,11,1.5,1,4,9
Brc1cc(-c2ccccc2)nc(-c2ccccc2)n1,8,1,3,0.2,-2,5,0.3,7,0,2
COc1cccc(/C=C/C(=O)OCC(=O)c2ccc3c(c2)NC(=O)CO3)c1,3,12,-3,0.0,-4,4,-2.2,0,-7,-13
C[C@H]1COc2cccc(NCCO)c2S(=O)(=O)N1,8,-4,-1,-0.1,0,2,nt,0,-2,-1
CCC(=O)Nc1cccc(C(=O)/C=C/c2cccs2)c1,-1,-1,6,0.0,6,6,6.7,1,-5,-5
CCNc1nc(N)c(C(=O)C23CC4CC(CC(C4)C2)C3)s1,-14,-1,1,-0.5,0,-6,1.7,8,1,9
CCC(=O)Nc1ccccc1C(=O)OCC(=O)c1ccccc1,7,-6,2,0.1,-1,-8,0.8,1,-9,3
CN(C(=O)c1ccc2c(=O)n3c(nc2c1)CCCCC3)c1cccc(Cl)c1,11,-4,1,-0.2,6,-3,2.0,4,4,-22
Cc1ncn(C23CC4CC(CC(O)(C4)C2)C3)n1,6,0,11,-1.0,7,0,1.1,-3,3,3
Cc1noc(C)c1Cc1ccc(O)cc1,8,9,-1,-0.2,3,5,0.6,-1,3,6
CC(C)(C)c1ccc(C(=O)Nc2cc(Cl)c(F)cc2C(=O)O)cc1,nt,nt,-7,nt,-9,nt,nt,2,-7,-1
CCOC(=O)c1c(C)[nH]c(C)c1S(=O)(=O)Nc1ccc(CN2CCCCC2)cc1,-10,6,-10,0.0,5,0,-0.7,-3,-15,-1
Cc1c(C(=O)N2CCOCC2)c(S(=O)(=O)Nc2ccc(Br)cc2F)c(C)n1C,24,5,-4,-0.3,-2,0,-0.3,4,0,1
O=C(CN1CCN(c2ccccn2)CC1)Nc1cccc(S(=O)(=O)N2CCCC2)c1,0,4,5,0.5,1,6,1.1,6,-6,-2
CC(=O)Nc1ccc(NC(=O)C2CCN(C(=O)NC3CCCCC3)CC2)cc1,14,-7,5,0.7,4,-4,-1.5,2,8,9

Nine entries from above, with values under each structure:
Screens in order: ARFGAP1 inhibitor	ASAP1 inh	Tn6 DDE FP	KLK7 zymogen act	GC-B act	rCAG RNA binder	FXN GAA850 act	GC-A act	HGIII-sPLA2 inh	ADAM10 inh
> CC(=O)N1CCCc2cc(S(=O)(=O)Nc3ccccc3C)ccc21
  -14	-2	-6	0.2	4	-1	0.8	8	2	3
> COc1ccc(-c2nc3cc(C)c(Br)c(C)n3c2Cc2ccccc2)cc1OC
  6	9	-2	0.8	-7	6	nt	3	-2	2
> CCOC(=O)C1CCN(Cc2cn[nH]c2-c2ccccc2)CC1
  8	-3	7	-0.7	0	-1	-2.5	0	5	12
> CC(C)NC(=O)c1cc(C(=O)c2cc(Cl)ccc2O)coc1=N
  9	-10	-5	0.8	2	8	0.1	0	-10	-12
> COc1ccc2c(c1)C(c1ccc([N+](=O)[O-])cc1)=NNC(c1ccco1)=N2
  1	0	5	0.4	-4	4	2.6	-14	7	6
> COc1ccccc1C(=O)n1nc(-c2ccco2)nc1N
  -5	-7	15	0.4	-3	0	-1.7	3	-4	-4
> O=C(/C=C/c1ccccc1)NC(NC(=S)Nc1ccc(C(=O)O)cc1)C(Cl)(Cl)Cl (stereo not drawn)
  1	4	0	0.7	2	65*	0.3	-3	-24	6
> Nc1cccc2c1C(=O)N(Cc1nnc(-c3ccccc3Br)o1)C2=O
  16	6	-3	-51	-5	0	2.7	7	-8	-255
> CN(Cc1ccccc1)C(=O)CN1C(=O)NC2(CCCc3sccc32)C1=O (stereo not drawn)
  -13	6	1	-0.5	4	0	0.1	4	5	-4

Further compounds.
Molecule,ARFGAP1 inhibitor,ASAP1 inh,Tn6 DDE FP,KLK7 zymogen act,GC-B act,rCAG RNA binder,FXN GAA850 act,GC-A act,HGIII-sPLA2 inh,ADAM10 inh
O=C(O)C1C(c2ccccc2)C(C(=O)Oc2ccc(O)cc2)C1c1ccccc1 (stereo not drawn),-2,0,1,0.3,6,16,0.7,0,0,-8
C[C@@H]1CN([C@H](C)CO)C(=O)CCCn2nncc2CO[C@H]1CN(C)C(=O)c1ccc2ccn(C)c2c1,-6,-8,11,-0.1,-1,4,-0.9,2,2,-26
O=C(CN1CCN(CC(=O)Nc2ccc3c(c2)OC2(CCCCC2)O3)CC1)Nc1cccc(F)c1,13,14,1,0.7,-2,2,0.0,0,8,-7
CCOC(=O)c1cc2cc(OC)ccc2n1C1CCN(C)CC1,-11,-1,-3,4.6,-3,2,nt,-9,-14,-136
O=C(Nc1nc2c(Br)cc(Br)cc2c(=O)s1)c1ccco1,-30,-8,7,-0.5,35*,1,1.6,78*,-2,-3
COc1cccc(Nc2nc(-c3cccc(N4C(=O)c5ccccc5C4=O)c3)cs2)c1,10,17,1,-0.5,-3,24,3.5,0,1,7
CC(C)N(Cc1nc(-c2ccccc2)no1)C(=O)c1ccc(Cl)cc1,-4,-3,-6,0.1,1,0,0.9,-2,-5,18
CCc1cc(=O)oc2cc(OCC(=O)NCc3ccccn3)ccc12,-3,4,1,-0.1,-14,-5,0.0,-31,11,-82
COc1ccc(CC(=O)NNC(=O)c2ccoc2C)cc1OC,-11,-3,2,-0.2,3,-1,0.1,4,1,-12
CC1=NC(C)(C)Cc2c(C)cccc21,7,-3,0,-0.2,-1,2,0.7,-8,6,-7
Cc1ccc(C(=O)Oc2ccc(Cl)c3cccnc23)cc1[N+](=O)[O-],-2,-8,8,-0.6,7,-1,-1.4,1,-1,-1
Fc1ccc(COc2ccc(C(=S)N3CCCC3)cc2)cc1,13,1,10,0.7,4,-6,4.6,5,8,4
O=C(NCC1CC1)C1Cc2c(-c3ccc(Cl)cc3)ccnc2O1 (stereo not drawn),-8,1,0,-5.1,-1,1,0.7,-5,12,-20
CCOc1ccc2nc(SCC(=O)c3cccs3)sc2c1,14,10,-7,-0.4,0,5,8.6*,-5,-29,10
O=C(NCc1ccccc1)[C@H]1CCCN1C(=O)[C@H]1CCCN1C(=O)c1ccccc1C(F)(F)F,1,-4,1,-0.2,0,2,nt,-1,10,-2
CCCN(CCC)C1=CC(=[N+]2CCCC2)CC(C)(C)C1,14,1,-6,-0.1,1,-1,-6.9,0,8,-1
CCC(CC)C(=O)N1N=C(c2ccc(NS(C)(=O)=O)cc2)CC1c1ccccc1 (stereo not drawn),1,6,0,-80,-14,1,-0.2,-19,-14,i
Cc1c(O)ccc2c(CN3CCN(Cc4ccccc4)CC3)cc(=O)oc12,6,-11,-4,46*,4,-1,0.6,-1,-20,i
Cc1cc(C)n2cc(CSc3nnc(-c4ccccc4)o3)nc2n1,6,2,0,0.5,-8,6,0.5,-5,-2,-26
O=C(COC(=O)Cc1ccccc1[N+](=O)[O-])NC1CCCC1,-1,-14,2,0.2,-1,-4,0.4,7,0,-8
Cc1sc(NC(=O)CSc2nc(N)n(CC(=O)c3ccccc3)n2)c(C#N)c1C,4,-4,10,0.2,-4,7,4.1,2,-71,7
CCOC(=O)/C=C/C(=O)Nc1ccc(S(=O)(=O)Nc2cc(OC)nc(OC)n2)cc1,-8,-3,6,0.1,3,9,-0.3,-2,-14,11
Cc1ccc2cc3c(NC(=O)C4CCCO4)nn(CC(C)C)c3nc2c1 (stereo not drawn),-5,1,-4,6.6,4,-4,1.9,2,2,-103
Clc1ccc(-c2csc(N3CCN(c4ccccc4)CC3)n2)cc1,1,-10,0,-0.5,0,5,1.8,4,12,0

Screens deposited in PubChem by several laboratories.
